# Screening data as filed in PubChem BioAssay.
# E-selectin induc – E-selectin induction in HUVECs, primary screen, imaging, HUVEC, immunofluorescence imaging, single point | normalized: neutral wells 0, TNF-alpha wells 100 | 260,000 tested, 0.37% active | activation, % at 7.58 µM | AID 686992, 2013 | P16581;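 active = mean E-selectin-positive cell signal at least 10% of the positive control, reached in at least 60% of replicates, without over 20% cell loss; inconclusive = no rule given, readout overlaps actives, possibly toxicity-flagged; inactive = the rest, including those meeting only one limit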;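 also: in these data hits start at about 27%; measured in HUVEC primary endothelial cells; signal is the percent of cells scored E-selectin positive by PE staining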
#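 System: HUVEC, human umbilical vein endothelial cells; quantity: 3,000 cells/well; buffer or medium: EGM-2 medium, gelatin-coated wells; dosing: single-point compound dose; detection: immunofluorescence imaging; evaluation: % PE-positive cells; benchmarks: TNF-alpha, DMSO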
# EWS-Fli inh – EWS/Fli-driven NR0B1 reporter inhibitors, primary screen, A673 cells, NR0B1 luciferase, luminescence, MLPCN library; inhibition, % at 12.6 µM; 350,000 tested, 0.67% active; viability-normalised; AID 651661, 2012;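 active = mean inhibition of at least 50% after viability correction, with every replicate also passing that limit; inconclusive = mean reaches 50% but only one of two replicates passes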;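 also: firefly luciferase signal divided by Alamar Blue viability fluorescence both relative to DMSO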
# esBAF inh – Bmi1 luciferase reporter increase in mESCs, primary screen, esBAF inhibitor project, mouse ES cells, Bmi1 luciferase knock-in, single point | 24 h; 100% = twice the neutral-well signal | reporter increase, % at 12.5 µM | 350,000 tested, 2% active; in the data active = activation above about 40%; inconclusive = no clear call, values can overlap the other calls;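 also: 0% = median of the plate's neutral control wells and 100% = double that signal; a rise in the Bmi1 reporter signal indicates esBAF inhibition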
# FN deposit inh – inhibitors of fibronectin matrix deposition, primary screen, AH1F cells, Alexa488-fibronectin fluorescence, plate reader | AID 743247, 2014 | AH1F fibroblasts, overnight | inhibition, % at 12.6 µM | 350,000 tested, 0.086% active;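 active = mean inhibition across replicates of 30% or more, regardless of how many single replicates reach that level; inconclusive = mean under 30% yet at least half of replicates reach 30%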;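 also: positive control wells lacked labelled fibronectin entirely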
#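 Measured by – fluorescence 485/525 nm · System – AH1F fibroblast monolayer, labelled fibronectin deposition · Amount – 10000 cells per well · Buffer or medium – serum-reduced DMEM (2% serum) · Doses – single dose, pinned · Also added – fluorescent fibronectin at 24 nM final · Schedule – 1 h cell attachment, overnight exposure to compound and label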
# Xi reactivation – activators of inactive X chromosome reactivation, primary screen, imaging, XiGFP fibroblasts, GFP high-content imaging, set 2 | activation, % at 7.58 µM | 360,000 tested, 0.055% active | XiGFP mouse fibroblasts, % GFP-positive cells imaging, 3 d; cells co-treated with 5-aza-dC sensitizer; scaled so ellipticine positive control = 100% | AID 743238, 2013;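 active = mean normalized replicate activation at least 10% and every replicate at or above 10%; inconclusive = only one of the two criteria met; inactive = mean below 10% and not all replicates reach 10%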;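 also: 0% = median of on-plate neutral control wells and 100% = ellipticine 6 µM median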
#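 Schedule: 3 d treatment, 15 min room-temperature fixation; system: 68-5-11 XiGFP fibroblast line; buffer or medium: DMEM plus 5-aza-dC sensitizer; control set: ellipticine 6 µM positive control; compound: one concentration, pinned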
# RAD52 anneal inh – RAD52 DNA annealing inhibitors, primary screen, biochemical, FRET, single point, set 2; AID 651710, 2012; inhibition, % at 18.7 µM; recombinant RAD52 DNA annealing, FRET fluorescence; 360,000 tested, 0.46% active;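 active = every replicate showing at least 50% inhibition; inconclusive = mean inhibition at least 50% but not in every replicate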
# S100A4 MyoIIA – inhibitors of S100A4-myosin IIA peptide binding, primary screen, biochemical, fluorescence polarization, TAMRA-MyoIIA peptide; Protein S100-A4 (Homo sapiens), P26447; 360,000 tested, 0.14% active; inhibition, % at 10.7 µM;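 active = mean inhibition of at least 70% across replicates, with every replicate also reaching that level; inconclusive = mean inhibition reaches 70% but some replicates fall short; inactive = mean inhibition below 70%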
#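 Material: S100A4 monomer protein | Medium: HEPES pH 7.2 with CaCl2, KCl, NaCl, DTT, Triton | Reagent: Labelled myosin peptide probe, 5 nM | Doses: One dose per compound | Times: 5 min incubation before reading | Benchmarks: Neutral control DMSO, positive control TFP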
# RAD54 branch – inhibitors of human RAD54 branch migration, primary screen, biochemical, fluorescence, single point | RAD54 Holliday junction branch migration, FAM/BHQ fluorescence | AID 602329, 2012 | inhibition, % at 10.4 µM | 360,000 tested, 0.14% active;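 active = mean normalized replicate activity at least 40 and at least half of replicates scoring 40 or more; inconclusive = only one of the two criteria met; inactive = mean below 40 and under half of replicates reaching 40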;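 also: 0% = median of neutral control wells and 100% = median of positive control wells; inhibitors cause a drop in the FAM fluorescence signal; in these data hits start at about 50%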
# Starred values were filed as active, the others as inactive; ? = inconclusive; / = no result given; & = joins results of further samples. Only part of the results is shown; count on the stated rates, not on these rows.
SMILES,E-selectin induc,EWS-Fli inh,esBAF inh,FN deposit inh,Xi reactivation,RAD52 anneal inh,S100A4 MyoIIA,RAD54 branch
C[C@H]1CC[C@@H]2N(C1)C[C@H]1[C@@H]3C[C@H]4[C@@H](CC(=O)[C@H]5C[C@@H](O)CC[C@@]54C)[C@@H]3CC[C@H]1[C@]2(C)O,0.6,-7,-1,-2,0.2,1,-3,-1
O=C(CNC(=O)c1ccccc1Cl)Nc1ccc(Br)cc1C(=O)c1ccccc1,/,3,/,-5,0.1,4,-2,/
CCN(CC)S(=O)(=O)c1ccc(NN=C(C#N)C#N)cc1,1.2,4,/,0,-0.1,5,0,/
COc1ccccc1CN1CCN(C(=O)COc2ccc3ccccc3c2)CC1,/,/,-3,2,-0.1,-9,-6,-10
COC(=O)C1=C(c2ccccc2OCc2ccccc2)C[C@@H]2CC[C@H]1N2C(=O)NCCOc1ccc(OC)cc1,-0.1,9,6,-1,0.5,-1,-14,5
CCC1(OC(=O)c2ccccc2)CC(C)N(C)CC1C (stereo not drawn),/,5,6,10,0.0,-13,-1,0
C[N+](C)(C)CC#CCOC(=O)Nc1cccc(Cl)c1,1.1,-9,-7,2,-0.1,4,3,-1
CC(Cc1ccccc1)NC=O (stereo not drawn),/,-3,3,/,/,-11,2,-6
CCOC(=O)[C@]12Cc3c(cc(OC)c(OC)c3OC)[C@H]1N(C1CCCCC1)C(=O)c1ccccc12,-2.0,48,/,/,0.6,-12,-1,/
Clc1ccc(OCC#CCN2CCOCC2)cc1,/,-28,36,/,0.0,-18,2,-20

# Overlap with the part before: four entries, followed by the next part.
SMILES,E-selectin induc,EWS-Fli inh,esBAF inh,FN deposit inh,Xi reactivation,RAD52 anneal inh,S100A4 MyoIIA,RAD54 branch
C[N+](C)(C)CC#CCOC(=O)Nc1cccc(Cl)c1,1.1,-9,-7,2,-0.1,4,3,-1
CC(Cc1ccccc1)NC=O (stereo not drawn),/,-3,3,/,/,-11,2,-6
CCOC(=O)[C@]12Cc3c(cc(OC)c(OC)c3OC)[C@H]1N(C1CCCCC1)C(=O)c1ccccc12,-2.0,48,/,/,0.6,-12,-1,/
Clc1ccc(OCC#CCN2CCOCC2)cc1,/,-28,36,/,0.0,-18,2,-20
CC1CCN(C(CC(=O)c2ccccc2)C(=O)c2ccccc2)CC1 (stereo not drawn),/,-40,24,1,-0.2,-45,-1,6
Cn1cc(C(=O)OCC(=O)NC2(C#N)CCCC2)c2ccccc21,/,0,-8,-1,0.0,-1,5,-1
O=c1[nH]c(O)c(N=Nc2cccc(S(=O)(=O)N3CCOCC3)c2)c(=O)[nH]1,/,7,/,-6,0.4,-8,-2,/
COC(=O)C1=C(c2ccc(OCc3ccccc3)cc2)C[C@@H]2CC[C@H]1N2C(=O)NCc1ccc2[nH]ccc2c1,0.9,-1,-5,2,0.0,-45,-3,-2
N#Cc1cccc(-c2ccc([C@@H]3[C@@H](CO)N4CCCCN(C(=O)Cc5ccncc5)C[C@@H]34)cc2)c1,-0.3,/,/,/,0.1,-41,-1,3
COc1cc(/C=N/NC(=O)Cn2c([N+](=O)[O-])cnc2C)ccc1OC(=O)N(C)C,/,10,0,/,/,-21,-5,6
COC(=O)C1=C(c2cccc(C#N)c2)C[C@@H]2CC[C@H]1N2C(=O)NC1CC1,0.0,7,0,-1,0.0,-17,1,-1
Cc1[nH]c2ccc(OCc3ccccc3)cc2c1CCN,0.2,-2,-78,-6,0.0,26,-6,13
OC(CC#CCN1CCCCCC1)(c1ccccc1)C1CCCC1 (stereo not drawn),0.1,9,-4,0,0.3,-7,1,-4
O=C(Cc1cccnc1)N1CCCCN2[C@H](C1)[C@@H](c1ccc(C#CC3(O)CCCC3)cc1)[C@@H]2CO,-0.5,-5,1,/,0.0,-5,-1,-10
COc1cccc(-c2ccc3n(c2=O)C[C@H]2[C@H](CO)[C@@H](C(=O)O)[C@@H]3N2Cc2ccccc2F)c1,0.0,-2,2,/,0.2,/,/,/
C#C[C@]1(O)CCC2C3C(=O)C=C4C(Cl)=CCC[C@]4(C)C3CC[C@@]21C (stereo partly drawn),-0.1,12,/,3,0.1,-72,-9,-2
OC(CNC1CCCCC1)C(F)(F)F (stereo not drawn),/,-7,/,11,0.0,-15,0,/
COc1ccc(C(=O)OC2C[C@H]3CC[C@H](C2)N3C)cc1OC (stereo partly drawn),2.3,-2,-5,-6,-0.1,3,-2,0
COc1cc(CC(C)N)c(OC)cc1I (stereo not drawn),1.0,-2&1,-6,-4,0.0,-14&6,1&2,-12
COc1c(O)cc2c(c1OC)-c1ccc(OC)c(=O)cc1C(NC(C)=O)CC2 (stereo not drawn),2.2,38,/,-39,1.4,-10,5,/
COC(=O)[C@@H]1N[C@@H]2c3ccc(C4=CCCC4)c(=O)n3C[C@@H]2[C@H]1CO,-0.2,-2,0,/,0.5,-68,-1,-6
COC(=O)[C@H]1[C@H](CO)[C@H]2Cn3c(ccc(/C=C/c4ccccc4)c3=O)[C@@H]1N2CC1CCCC1,-0.4,2,10,/,0.0,7,1,9
Fc1cccc(F)c1CN1CCN(c2ccc(Cl)cc2)CC1,1.3,-6,10,2,-0.1,-7,1,-7
COc1ccc(C(=O)C2CCCN(CCc3ccccc3)C2)cc1OC (stereo not drawn),-0.3,10,-4,5,0.0,-15,-8,0&3
CC(Cc1ccccc1)NC(=O)CN1CCCC1=O (stereo not drawn),/,-4,3,-10,0.0,-6,1,1
NC(=O)c1ccc(N=Cc2c(O)n(Cc3ccco3)c(=O)[nH]c2=O)cc1,/,5,/,6,-0.1,-94,5,/
O=c1[nH]c(=S)[nH]c(O)c1/C=C1/C=c2ccccc2=N1,2.5,38,-4,-1,0.3,-49,58,-9
COc1ccc(CC(C)NCCc2ccc(OC)c(OC)c2)cc1 (stereo not drawn),-0.3,-7,-4,-6,-0.1,-3,2,-3
CC(C)CCn1c(N)c(C(=O)NCc2cccs2)c2nc3ccccc3nc21,/,13,-6,/,/,-34,-1,-4
Clc1ccc(CNCCc2ccc3c(c2)OCO3)cc1,-0.1,-2,1,-5,-0.1,-12,1,-2
Cc1cccc(N2C(=O)NC(=O)/C(=C/c3cc4c(cc3[N+](=O)[O-])OCO4)C2=O)c1,4.0,2,/,-1,0.0,-44,4,/
CCN1[C@@H]2Cn3c(ccc(-c4ccc(OC)cc4)c3=O)[C@H]1[C@@H](C(=O)OC)[C@@H]2CO,-0.1,3,-8,/,-0.1,1,12,5
CCn1cc(CN2CCCC(C(=O)c3cccc(C(F)(F)F)c3)C2)cn1 (stereo not drawn),/,2,1,0,-0.1,-17,11,4
O=C(O)[C@@H]1[C@@H](CO)[C@@H]2Cn3c(ccc(-c4cccc(F)c4)c3=O)[C@H]1N2CCc1ccccc1,0.0,0,-3,/,0.4,-6,5,8
OC(CNCCc1c[nH]c2ccccc12)c1ccccc1 (stereo not drawn),/,11,0,-12,0.1,-35,4,-3
CC(=O)N1CN(C(C)=O)CN(C(C)=O)C1,/,1,-4,-8,0.1,-12,-7,/
CN1CCc2c(C#N)c(Cl)nc(Cl)c2C1,-5.8,4,/,-9,0.0,-14,6,/
C=CCN1C(=O)/C(=C/c2ccc(Br)s2)C(=O)NC1=S,/,10,3,-10,0.0,-276,-84,-48
CN1CCN(c2cc([N+](=O)[O-])ccc2Cl)CC1,/,-1,/,-8,0.4,-18,-7,/
CC1OC(OC2C=C3CCC4C(CCC5(C)C(c6ccc(=O)oc6)CCC45O)C3(C)CC2)C(O)C(OC2OC(CO)C(O)C(O)C2O)C1O (stereo not drawn),/,?,/,-7,-0.2,-5,-2,/
O=C(c1cc(S(=O)(=O)N2CCC3(CC2)OCCO3)ccc1F)N1CCC2(CC1)OCCO2,0.2,-9,/,-8,0.1,6,1,-8
CCC(=Nc1ccc2c(c1)CCC2)c1c(O)n(-c2ccc(OC)cc2)c(=O)[nH]c1=O,2.1,-4,/,4,0.0,1,5,/
CC(C)CC#Cc1ccc([C@@H]2[C@H]3CN(C(=O)Cc4ccccn4)CCCCN3[C@H]2CO)cc1,-0.4,20,-4,/,0.3,-13,-1,11
Cc1cc(/C=C2\C(=O)NC(=O)N(Cc3ccco3)C2=O)c(C)n1-c1ccc(C(=O)O)cc1,-0.3,5,-7,-1,0.6,-66,-11,/

# Single records (already shown):
# C=CCN1C(=O)/C(=C/c2ccc(Br)s2)C(=O)NC1=S is entered as E-selectin induc: /; EWS-Fli inh: 10; esBAF inh: 3; FN deposit inh: -10; Xi reactivation: 0.0; RAD52 anneal inh: -276; S100A4 MyoIIA: -84; RAD54 branch: -48
# OC(CNCCc1c[nH]c2ccccc12)c1ccccc1 (stereo not drawn) is entered as E-selectin induc: /; EWS-Fli inh: 11; esBAF inh: 0; FN deposit inh: -12; Xi reactivation: 0.1; RAD52 anneal inh: -35; S100A4 MyoIIA: 4; RAD54 branch: -3
# CC(C)CC#Cc1ccc([C@@H]2[C@H]3CN(C(=O)Cc4ccccn4)CCCCN3[C@H]2CO)cc1 is entered as E-selectin induc: -0.4; EWS-Fli inh: 20; esBAF inh: -4; FN deposit inh: /; Xi reactivation: 0.3; RAD52 anneal inh: -13; S100A4 MyoIIA: -1; RAD54 branch: 11

# Other structures follow.
SMILES,E-selectin induc,EWS-Fli inh,esBAF inh,FN deposit inh,Xi reactivation,RAD52 anneal inh,S100A4 MyoIIA,RAD54 branch
CC(=O)Nc1ccccc1C(=O)OCc1cccc(F)c1,5.6,-41,28,-8,0.2,-10,-3,-2
O=c1[nH]c(=O)n(-c2ccc(Br)cc2)c(O)c1C=NC(CO)(CO)CO,/,-8,/,4,0.2,-7,0,-3
CC(NCc1cccc(Cl)c1Cl)C(O)c1ccccc1 (stereo not drawn),1.4,0,/,7,0.0,/,/,4
Cc1cc(OC(=O)N(C)C)nc(-c2ccc(C)c(Cl)c2)n1,0.6,-8,11,6,0.0,-8,-5,-9
COc1ccc(Cn2c(O)c(C=Nc3c(C)n(C)n(-c4ccccc4)c3=O)c(=O)[nH]c2=O)cc1,/,6,/,-7,0.0,-26,-3,/
O=C(c1ccc(Cl)cc1)C1CCCN(Cc2ccc3nonc3c2)C1 (stereo not drawn),1.0,6,-7,-1,0.0,-8,1,4
